KCNK9 block: inhibitors of human KCNK9 two-pore domain potassium channel. hit rate 1.2% among 310,000. AID 488922. HEK293 KCNK9, FluxOR thallium flux fluorescence; stronger effect = lower value. Q9NPC2. B-score at 10 µM;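 active = ratio B-score over 3 SD below the library mean, with starting fluorescence within 5 SD of its mean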;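 also: negative B-score means less thallium flux so channel inhibition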
MrgX1 ag: human MrgX1 receptor agonism, primary screen. Q96LB2. MrgX1-HEK293 cells, Fluo-4 calcium fluorescence, agonist mode; stronger effect = higher value. B-score at 10 µM. hit rate 0.44% among 310,000;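 active = calcium response B-score plate-corrected fluorescence ratio at least 3 library SD, with starting fluorescence B-score inside 5 SD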
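Material: HEK293 cells stably expressing human MrgX1 receptor | Quantity: 15,000 cells per well | Times: Cells plated overnight, dye loaded 0.5 h 37 °C, 0.5 h room temperature | Measured by: Kinetic Fluo-4 NW fluorescence of intracellular calcium | Control set: Positive and negative controls per plate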
MrgX1 PAM: human MrgX1 positive allosteric modulation, primary screen; Q96LB2; AID 588675; B-score at 10 µM; MrgX1-HEK293, Fluo-4 calcium flux, FDSS; stronger effect = higher value; hit rate 0.63% among 310,000;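 active = plate-corrected calcium response at least 3 library SD above typical, normal starting fluorescence, not activating the receptor alone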;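 also: compound read alongside a low EC10 to EC30 dose of BAM8-22 agonist; peak minus trough fluorescence over baseline measured at the second addition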
hERG protect: shields human hERG channel from block by proarrhythmic agents; activation (rescue from dofetilide block), less the hit threshold, % at 10 µM; CHO-hERG, FluxOR thallium flux, dofetilide IC70 present; Q12809; AID 1511; hit rate 0.51% among 310,000;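 active = activation above the mean of controls blocked by dofetilide plus 5 SD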;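 also: thallium influx through hERG after potassium depolarization seen as dye fluorescence rise; in these data hits start at about 4.7%; inactives centre near -7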
ANO1 block: inhibitors of mouse TMEM16A calcium-activated chloride channel; HEK293 TMEM16A/YFP iodide influx fluorescence, ionomycin; normalized B-score (activity score, 25-100; higher = stronger inhibition) at 10 µM; hit rate 1.2% among 310,000; AID 588511;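 active = ratio plate-corrected score three or more library SD toward inhibition, starting fluorescence score within five deviations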;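 also: score derived from kinetic fluorescence span divided by baseline fluorescence per well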
ANO1 activ: mouse TMEM16A channel activation, primary screen; hit rate 0.3% among 340,000; Q8BHY3; B-score at 10 µM; AID 623877; HEK293 TMEM16A/YFP-H148Q/I152L, iodide quench fluorescence; stronger effect = lower value;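 active = fluorescence-ratio B-score plate-corrected deviation score at least 3 library SD below zero, with starting fluorescence score within 5 deviations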;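 also: channel opened by trigger with iodide after compound preincubation; score built on the fluorescence ratio of max minus min over baseline; more negative score means more quench and so TMEM16A activation or potentiation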
KCNQ1 inh: human KCNQ1 channel inhibition; CHO-K1 KCNQ1, FluxOR thallium flux fluorescence; stronger effect = higher value; B-score at 10 µM; P51787; hit rate 1.3% among 310,000;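 active = compounds whose thallium flux B-score, printed positive for inhibition, exceeds three library SD while starting fluorescence stays within three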;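 also: channel opened by potassium depolarization with thallium stimulus after 20 min compound exposure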
Target sequence (P51787 whole entry, looked up): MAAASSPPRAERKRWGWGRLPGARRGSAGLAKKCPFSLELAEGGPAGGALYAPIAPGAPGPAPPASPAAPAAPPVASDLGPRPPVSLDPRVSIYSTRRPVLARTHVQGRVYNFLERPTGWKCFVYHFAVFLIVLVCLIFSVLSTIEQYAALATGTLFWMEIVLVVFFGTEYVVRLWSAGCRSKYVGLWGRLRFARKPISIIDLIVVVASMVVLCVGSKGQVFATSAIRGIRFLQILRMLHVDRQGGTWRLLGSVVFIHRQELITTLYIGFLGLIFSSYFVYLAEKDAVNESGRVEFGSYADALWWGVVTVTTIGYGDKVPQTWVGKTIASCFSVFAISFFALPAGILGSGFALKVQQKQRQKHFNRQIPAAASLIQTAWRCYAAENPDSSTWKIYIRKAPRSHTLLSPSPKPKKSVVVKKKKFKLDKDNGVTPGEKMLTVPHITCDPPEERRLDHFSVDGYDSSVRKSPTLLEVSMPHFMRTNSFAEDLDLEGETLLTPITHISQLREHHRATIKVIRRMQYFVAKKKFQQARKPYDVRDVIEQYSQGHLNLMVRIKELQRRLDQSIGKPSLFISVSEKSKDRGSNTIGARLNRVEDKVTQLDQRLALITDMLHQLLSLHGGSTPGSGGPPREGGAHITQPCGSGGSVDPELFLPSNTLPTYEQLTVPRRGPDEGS
KCNK3 inh: human KCNK3 channel inhibition, primary screen. O14649. CHO-KCNK3 thallium flux, FluxOR fluorescence; stronger effect = lower value. B-score at 10 µM. hit rate 0.84% among 340,000. AID 602410;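 active = B-score under library mean minus 4 SD, starting fluorescence ratio at most library mean plus 5 SD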;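 also: more negative B-score means stronger inhibition of thallium flux through KCNK3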
KCNQ1 act: human KCNQ1 channel potentiation or activation | P51787 | CHO-K1 KCNQ1, thallium flux FluxOR fluorescence; stronger effect = higher value | B-score at 10 µM | hit rate 0.35% among 310,000 | AID 2648;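 active = fluorescence ratio B-score, a plate-corrected score, at least three library SD, with initial intensity B-score within 5 SD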
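assay system = KCNQ1-transfected CHO-K1 cells | medium = assay buffer with matched DMSO | probe or stimulus = depolarizing K+/Tl+ stimulus, K2SO4 and Tl2SO4 each 12.5 mM in 5x stock | dosing = single dose | incubation = dye 90 min, compound 20 min, room temperature | detection = kinetic FluxOR fluorescence, 10 s baseline plus 110 s post-stimulus | evaluation = ratio B score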
RGS4 block: human RGS4 inhibition; P49798; HEK293 M3R/RGS4 inducible, Fluo-4 calcium flux; stronger effect = higher value; triggered by carbachol at its EC20; B-score at 10 µM; hit rate 0.45% among 310,000;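 active = B-score, a plate-corrected calcium signal, over three deviations above library mean, with baseline fluorescence within five deviations of library mean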;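 also: RGS4 expression induced by doxycycline in cells with stable M3 receptor; B-score is computed from the integrated fluorescence ratio over baseline after carbachol; higher B-score means a larger calcium signal and so more RGS4 inhibition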
Target sequence (P49798 whole entry, looked up): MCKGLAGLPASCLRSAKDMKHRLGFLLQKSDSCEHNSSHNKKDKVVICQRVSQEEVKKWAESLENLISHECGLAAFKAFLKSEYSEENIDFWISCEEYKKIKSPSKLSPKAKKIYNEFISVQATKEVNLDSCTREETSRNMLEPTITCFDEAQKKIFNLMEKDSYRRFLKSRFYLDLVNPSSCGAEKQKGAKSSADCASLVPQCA
RGS4 pot: potentiators or activators of RGS4. HEK293 M3R/inducible RGS4, carbachol calcium flux Fluo4; stronger effect = lower value. B-score at 10 µM. hit rate 0.92% among 310,000. AID 463111;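 active = B-score of the integrated calcium signal more than 4 SD below the library mean, with starting fluorescence not abnormally high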;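 also: negative B-score means reduced calcium response which marks RGS4 activation or potentiation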
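Also added: carbachol at ECmax as muscarinic agonist stimulus; Assay system: HEK293 cells with stable M3R and inducible RGS4; Timing: overnight RGS4 induction, 30 min dye load 37 °C, 20 min compound RT; Measured by: Fluo4-AM (2 µM) calcium-flux fluorescence, kinetic read.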
* marks the source's active call; other numbers are inactive results. An unsorted share of the library; about 6.3% have a hit in one of these screens.

Screening O=C1CSc2ccc(S(=O)(=O)N3CCN(c4ccccc4)CC3)cc2N1 returned KCNK9 block inactive, MrgX1 ag inactive, MrgX1 PAM inactive, hERG protect -9, ANO1 block inactive, ANO1 activ inactive, KCNQ1 inh inactive, KCNK3 inh inactive, KCNQ1 act inactive, RGS4 block inactive and RGS4 pot inactive.
`O=C(Cc1ccc([N+](=O)[O-])cc1)Nc1cccnc1` gave KCNK9 block inactive, MrgX1 ag inactive, MrgX1 PAM inactive, hERG protect -6, ANO1 block inactive, ANO1 activ inactive, KCNQ1 inh inactive, KCNK3 inh inactive, KCNQ1 act inactive, RGS4 block inactive and RGS4 pot inactive.
`COc1ccccc1N=Nc1c(C)[nH][nH]c1=O` gave KCNK9 block inactive, MrgX1 ag inactive, MrgX1 PAM inactive, hERG protect -5, ANO1 block inactive, ANO1 activ inactive, KCNQ1 inh inactive, KCNK3 inh inactive, KCNQ1 act inactive, RGS4 block inactive and RGS4 pot inactive.
Screening CCOC(=O)C(NC(C)=O)C(=O)O (configuration not stated) returned KCNK9 block inactive, MrgX1 ag inactive, MrgX1 PAM inactive, hERG protect 1, ANO1 block inactive, ANO1 activ inactive, KCNQ1 inh inactive, KCNK3 inh inactive, KCNQ1 act inactive, RGS4 block inactive and RGS4 pot inactive.
O=C(Nc1ccc2nc(-c3ccccc3)[nH]c2c1)c1cccs1 was read as KCNK9 block inactive, MrgX1 ag inactive, MrgX1 PAM inactive, hERG protect -5, ANO1 block inactive, ANO1 activ inactive, KCNQ1 inh inactive, KCNK3 inh inactive, KCNQ1 act inactive, RGS4 block inactive and RGS4 pot inactive.
For COc1cccc(NC(=O)CN(C)C(=O)c2cc(-c3ccc(F)cc3)nc3ccccc23)c1 the results were KCNK9 block inactive, MrgX1 ag inactive, MrgX1 PAM inactive, hERG protect -25, ANO1 block inactive, ANO1 activ inactive, KCNQ1 inh inactive, KCNK3 inh -9.3*, KCNQ1 act inactive, RGS4 block inactive and RGS4 pot -7.6*.
Cc1cccc(NC(=O)c2ccc(F)c(S(=O)(=O)N3CCC4(CC3)OCCO4)c2)c1 was read as KCNK9 block inactive, MrgX1 ag inactive, MrgX1 PAM inactive, hERG protect -13, ANO1 block inactive, ANO1 activ inactive, KCNQ1 inh inactive, KCNK3 inh inactive, KCNQ1 act inactive, RGS4 block inactive and RGS4 pot inactive.
Screening Cn1c(=O)n(Cc2ccc(F)cc2)c(=O)c2c1nc1n2CCCN1C1CCCCC1 returned KCNK9 block inactive, MrgX1 ag inactive, MrgX1 PAM inactive, hERG protect -7, ANO1 block inactive, KCNQ1 inh inactive, KCNK3 inh inactive, KCNQ1 act inactive, RGS4 block inactive and RGS4 pot inactive.
Screening Cc1ccc(NC(=O)Cn2cc(S(=O)(=O)c3ccccc3)c(=O)c3cc(F)ccc32)cc1 returned KCNK9 block inactive, MrgX1 ag inactive, MrgX1 PAM inactive, hERG protect -5, ANO1 block inactive, ANO1 activ inactive, KCNQ1 inh inactive, KCNK3 inh inactive, KCNQ1 act inactive, RGS4 block inactive and RGS4 pot inactive.
For Cc1ccc2nc(NC(=O)C3=NN(c4ccccc4)C(=O)CC3)sc2c1 the results were KCNK9 block inactive, MrgX1 ag inactive, MrgX1 PAM inactive, hERG protect -4, ANO1 block inactive, ANO1 activ inactive, KCNQ1 inh inactive, KCNK3 inh inactive, KCNQ1 act inactive, RGS4 block inactive and RGS4 pot inactive.
`Cc1[nH]n(-c2ccccc2)c(=O)c1CCOC(=O)c1cccc(C(F)(F)F)c1` gave KCNK9 block inactive, MrgX1 ag inactive, MrgX1 PAM inactive, hERG protect -5, ANO1 block inactive, ANO1 activ inactive, KCNQ1 inh inactive, KCNK3 inh inactive, KCNQ1 act inactive, RGS4 block inactive and RGS4 pot inactive.
Screening CC[C@@H](C)[C@H](CN[C@H](CNC)C(C)C)NC[C@@H](C)c1ccc(CC(C)C)cc1 returned KCNK9 block inactive, MrgX1 ag inactive, MrgX1 PAM inactive, hERG protect -29, ANO1 block inactive, ANO1 activ inactive, KCNQ1 inh 8*, KCNK3 inh inactive, KCNQ1 act inactive, RGS4 block inactive and RGS4 pot inactive.
Screening CC(C)C(NC(=O)C1CCC(C(C)(C)C)CC1)C(=O)NCc1cccnc1 (configuration not stated) returned KCNK9 block inactive, MrgX1 ag inactive, MrgX1 PAM inactive, hERG protect -5, ANO1 block inactive, ANO1 activ inactive, KCNQ1 inh inactive, KCNK3 inh inactive, KCNQ1 act inactive, RGS4 block inactive and RGS4 pot inactive.
For Cc1ccccc1SCC(=O)N/N=C/c1ccc(F)cc1 the results were KCNK9 block inactive, MrgX1 ag inactive, MrgX1 PAM inactive, hERG protect -7, ANO1 block inactive, ANO1 activ inactive, KCNQ1 inh inactive, KCNK3 inh inactive, KCNQ1 act inactive, RGS4 block inactive and RGS4 pot inactive.
CC1CN(C(=O)Cn2cc(S(=O)(=O)CC(=O)N(C)c3ccccc3)c3ccccc32)CC(C)O1 (configuration not stated) was read as KCNK9 block inactive, MrgX1 ag inactive, MrgX1 PAM inactive, hERG protect -4, ANO1 block inactive, ANO1 activ inactive, KCNQ1 inh inactive, KCNK3 inh inactive, KCNQ1 act inactive, RGS4 block inactive and RGS4 pot inactive.
For COCCN=c1scc(-c2ccccc2)n1/N=C/c1c[nH]c2ccccc12 the results were KCNK9 block inactive, MrgX1 ag inactive, MrgX1 PAM inactive, hERG protect -6, ANO1 block inactive, ANO1 activ inactive, KCNQ1 inh inactive, KCNK3 inh inactive, KCNQ1 act inactive, RGS4 block inactive and RGS4 pot inactive.
Cc1cc(NC(=O)c2cccc3c2C(=O)N(C2CCCCC2)C3)ccc1Br was read as KCNK9 block inactive, MrgX1 ag inactive, MrgX1 PAM inactive, hERG protect -5, ANO1 block inactive, ANO1 activ inactive, KCNQ1 inh inactive, KCNK3 inh inactive, KCNQ1 act inactive, RGS4 block inactive and RGS4 pot inactive.
For O=C(Nc1ccc2nsnc2c1)N1CCCCC1 the results were KCNK9 block inactive, MrgX1 ag inactive, MrgX1 PAM inactive, hERG protect -2, ANO1 block inactive, ANO1 activ inactive, KCNQ1 inh inactive, KCNK3 inh inactive, KCNQ1 act inactive, RGS4 block inactive and RGS4 pot inactive.
`O=C1C2CCCN2C(c2ccc(F)cc2)N1c1ccc(Cl)cc1` (configuration not stated) gave KCNK9 block inactive, MrgX1 ag inactive, MrgX1 PAM inactive, hERG protect -10, ANO1 block inactive, ANO1 activ inactive, KCNQ1 inh inactive, KCNK3 inh inactive, KCNQ1 act inactive, RGS4 block inactive and RGS4 pot inactive.
Screening CC(C)(C)[C@H]1C=C(C(=O)N2CCN(Cc3ccccc3)CC2)O[C@@H](OCc2ccc(CO)cc2)C1 returned KCNK9 block inactive, MrgX1 ag inactive, MrgX1 PAM 7.4*, hERG protect -11, ANO1 block inactive, ANO1 activ inactive, KCNQ1 inh inactive, KCNK3 inh inactive, KCNQ1 act inactive, RGS4 block inactive and RGS4 pot inactive.
For OCCCc1nc2ccccc2n1CCOc1ccccc1 the results were KCNK9 block inactive, MrgX1 ag inactive, MrgX1 PAM inactive, hERG protect -2, ANO1 block inactive, ANO1 activ inactive, KCNQ1 inh inactive, KCNK3 inh inactive, KCNQ1 act inactive, RGS4 block inactive and RGS4 pot inactive.
Screening O=C(CCl)N=c1sccn1Cc1ccccc1Cl returned KCNK9 block inactive, MrgX1 ag inactive, MrgX1 PAM inactive, hERG protect -4, ANO1 block inactive, ANO1 activ inactive, KCNQ1 inh inactive, KCNK3 inh inactive, KCNQ1 act inactive, RGS4 block inactive and RGS4 pot -7.3*.
Cc1ccc(NC(=O)c2ccccc2Br)cc1S(=O)(=O)N(C)C was read as KCNK9 block inactive, MrgX1 ag inactive, MrgX1 PAM inactive, hERG protect -4, ANO1 block inactive, ANO1 activ inactive, KCNQ1 inh inactive, KCNK3 inh inactive, KCNQ1 act inactive, RGS4 block inactive and RGS4 pot inactive.
`O=C(CC1S/C(=N\S(=O)(=O)c2ccccc2)N(c2ccccc2)C1=O)Nc1ccc(F)cc1` (configuration not stated) gave KCNK9 block inactive, MrgX1 ag inactive, MrgX1 PAM inactive, hERG protect -10, ANO1 block inactive, ANO1 activ inactive, KCNQ1 inh inactive, KCNK3 inh inactive, KCNQ1 act inactive, RGS4 block inactive and RGS4 pot inactive.
`Cc1cccc(N2C(=O)C3C4C=CC(C5CC45)C3C2=O)n1` (configuration not stated) gave KCNK9 block inactive, MrgX1 ag inactive, MrgX1 PAM inactive, hERG protect -7, ANO1 block inactive, ANO1 activ inactive, KCNQ1 inh inactive, KCNK3 inh inactive, KCNQ1 act inactive, RGS4 block inactive and RGS4 pot inactive.
CCCOc1ccc(Cc2c(O)nc(N)[nH]c2=O)cc1C was read as KCNK9 block inactive, MrgX1 ag inactive, MrgX1 PAM inactive, hERG protect -11, ANO1 block inactive, ANO1 activ inactive, KCNQ1 inh inactive, KCNK3 inh inactive, KCNQ1 act inactive, RGS4 block inactive and RGS4 pot inactive.
CCOC(=O)CCc1c(C)nc2cc(-c3ccccc3OC)[nH]n2c1=O was read as KCNK9 block inactive, MrgX1 ag inactive, MrgX1 PAM inactive, hERG protect -11, ANO1 block inactive, ANO1 activ inactive, KCNQ1 inh inactive, KCNK3 inh inactive, KCNQ1 act inactive, RGS4 block inactive and RGS4 pot inactive.
`O=C1Nc2ccccc2/C1=C/c1ccnc2ccccc12` gave KCNK9 block inactive, MrgX1 ag inactive, MrgX1 PAM inactive, hERG protect -4, ANO1 block inactive, ANO1 activ inactive, KCNQ1 inh inactive, KCNK3 inh inactive, KCNQ1 act inactive, RGS4 block inactive and RGS4 pot inactive.
`CC(C)(C)c1nnc(NC(=O)C2CCN(C(=O)c3ccco3)CC2)s1` gave KCNK9 block inactive, MrgX1 ag inactive, MrgX1 PAM inactive, hERG protect -4, ANO1 block inactive, ANO1 activ inactive, KCNQ1 inh inactive, KCNK3 inh inactive, KCNQ1 act inactive, RGS4 block inactive and RGS4 pot inactive.

High-throughput results (PubChem)
